Htt clearance – compounds clearing mutant huntingtin protein; inhibition, % at 1.5 µM; actives 0.42% (n = 47,000); HeLa Exon1htt(103Q)mCFP, aggregate imaging; zero = plate's median compound well; AID 853;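 active means inhibition of aggregate fluorescence above about 70%, also judged a hit by eye on the cell image, limit read from the data, passing the limit was not always enough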;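 further: cells exposed to compound for three days before fixation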
Htt clearance grain fraction – further read-out of Htt clearance, marked with its call; fraction fluorescence in grains; measured here: aggregate grain fluorescence fraction; stronger effect = lower value;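 scaled fraction of total cell fluorescence in grains with unit not stated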
Starred values were filed as active, the others as inactive. These rows are one share of the data; the hit share may differ from the screen's.

SMILES	Htt clearance	Htt clearance grain fraction
CCCn1c2ccccc2c2nnc(SCC(=O)Nc3nnc(CC(=O)OCC)s3)nc21	-44	29
CCOC(=O)C1=C(CN2CCC(C)CC2)NC(=O)NC1c1ccc(Cl)cc1 (configuration not stated)	-110	41
CCOC(=O)c1[nH]c2ccc(OC)cc2c1N=CN(C)C	-35	39
O=C(c1cnc2n(c1=O)CCS2)N(c1ccccc1)C1CCCCC1	-20	45
Cc1ccc(CN2C(=O)CCC2C(=O)NCCCN2CCCCC2C)cc1 (configuration not stated)	5	41
CC(C)(C)n1nc2c(c1NC(=O)c1ccc(S(=O)(=O)N3CCCC3)cc1)CS(=O)C2 (configuration not stated)	6	16
Cc1ccc(Nc2nc(N)nc(CSc3nnnn3-c3ccccc3)n2)cc1	-16	20
CN(C)S(=O)(=O)Nc1ccccc1C(N)=O	-31	24
Cc1ncc([N+](=O)[O-])n1CC(C)O (configuration not stated)	-21	52
CCOC(=O)Cn1c(=O)oc2cc(S(=O)(=O)Nc3c(C)cc(C)cc3C)ccc21	28	24
Brc1ccc(CSc2nnc(-c3ccccn3)n2Cc2ccco2)cc1	23	33
CN(C)CCNC(=O)CN1C(=O)COc2ccc(C(C)(C)C)cc21	-412	210
Cn1c2c(c(=O)n(C)c1=O)C(C(F)(F)F)(C(F)(F)F)N=C(c1ccc(Cl)cc1)N2	-10	34
Cc1cc(C)c(C#N)c(Oc2ccc(F)cc2)n1	-15	50
COc1cc(C2N(c3ccc(Cl)c(Cl)c3)C(=O)C3CCCN32)cc(OC)c1OC (configuration not stated)	-14	36
Cc1ccc(C(=O)CCNc2ccccc2)o1	-25	23
N#Cc1cn(CC(=O)NCC2CCCO2)c2ccccc12 (configuration not stated)	-10	24
O=C(CSc1nc(C2CC2)nc2ccccc12)NCc1ccc2c(c1)OCO2	60	17
CCn1c2ccccc2c2cc(NC(=O)CCCN3C(=O)CCC3=O)ccc21	50	9.6
CCOCCCNC(=O)C(NC(=O)c1ccc(=O)[nH]c1)c1ccc(Cl)cc1 (configuration not stated)	2	51
NC(=O)C1CCN(c2oc(-c3ccccc3F)nc2S(=O)(=O)c2ccc(Cl)cc2)CC1	-27	25
COc1ccc2[nH]c(=O)c(CN(C3CCCCC3)C(c3nnnn3Cc3ccco3)C(C)C)cc2c1 (configuration not stated)	15	29
O=C(NC1CCCCC1)NC1CCN(S(=O)(=O)c2ccc3c(c2)OCCO3)CC1	-34	48
Cc1ccccc1-c1nc(CN2CCCC(C(=O)NCc3cccnc3)C2)c(C)o1 (configuration not stated)	-11	41
CC(=O)OC(C(=O)NCc1ccco1)c1cccnc1 (configuration not stated)	-15	19
CCOC(=O)N1CCN(C(=O)C(NS(=O)(=O)c2cccc3nsnc23)c2ccccc2)CC1 (configuration not stated)	17	17
CCCn1c(=O)c2ccccc2n2c(SCC(=O)/C(C#N)=C(\C)N)nnc12	67	10
C/C(=N\OC(=O)c1ccc(Cl)cc1)c1sc(-c2ccccc2)nc1C	38	25
Nc1c(C(=O)NCC2CCCO2)c2nc3ccccc3nc2n1-c1ccccc1 (configuration not stated)	3	37
CCCNC(=O)NC(=O)CSc1ncc(C(F)(F)F)cc1Cl	39	13
CCCn1nc(CC(=O)OCC)c2ccccc2c1=O	-26	49
CCc1nnc(NC(=O)c2cccnc2)s1	0	18
CCN=C1SC(C(=O)Nc2cccc(C)c2)CC(=O)N1CC (configuration not stated)	24	23
COc1ccc(S(=O)(=O)N(CCN2CCOCC2)Cc2cc(OC)ccc2OC)cc1	-53	28
CCOc1ccc(NC(=O)C2CC(=O)N(C(C)C)C2)cc1 (configuration not stated)	-7	49
CC1=C(C(N)=O)C(c2ccccc2)n2nc(-c3cccc(C)c3)nc2N1 (configuration not stated)	17	34
CCOC(=O)C(=CNc1cc(C)nn1-c1ccc(Cl)cc1)C(=O)OCC	31	14
COCCCn1c(SCc2nnc(-c3ccc(OC)c(OC)c3)o2)nc2ccccc2c1=O	-6	23
N#CC(=C1SC=CS1)c1nc(-c2ccccc2)cs1	3	33
Cc1cc(N2C(=O)C3C4C=CC(C4)C3C2=O)no1 (configuration not stated)	13	15
O=c1cc(-c2ccccc2)[nH][nH]1	38	11
CCN(CC)S(=O)(=O)c1ccc(-c2nnc(SCc3nnc(-c4ccccc4)o3)o2)cc1	-5	41
N#Cc1ccccc1Cn1c(-c2cscn2)nc2ccccc21	-22	45
COc1cc(CNCCO)ccc1OCC(=O)Nc1ccc(Br)cc1	-20	20
COc1cc(N2CCCC2)c(OC)cc1/C=C(/C#N)c1ccc(Br)cc1	-271	72

Whole records, quoted from the list. Order of screens: Htt clearance	Htt clearance grain fraction
Cc1ccc(CN2C(=O)CCC2C(=O)NCCCN2CCCCC2C)cc1 (configuration not stated) is entered as 5	41
CCOC(=O)C(=CNc1cc(C)nn1-c1ccc(Cl)cc1)C(=O)OCC is entered as 31	14
Cc1cc(C)c(C#N)c(Oc2ccc(F)cc2)n1 is entered as -15	50
CCN=C1SC(C(=O)Nc2cccc(C)c2)CC(=O)N1CC (configuration not stated) is entered as 24	23
CCOC(=O)c1[nH]c2ccc(OC)cc2c1N=CN(C)C is entered as -35	39

Continued:
SMILES	Htt clearance	Htt clearance grain fraction
Cc1nn(C(=O)N2CCOCC2)c(C)c1C	-41	27
c1cc(C(c2nnnn2C2CCCC2)N2CCOCC2)ccn1 (configuration not stated)	-48	29
CCn1c(Cc2cccs2)nnc1SCC(=O)Nc1ccc(OC)c(OC)c1	33	27
COC(=O)c1[nH]c(C)c(/C(O)=C2\C(=O)C(=O)N(CCN(C)C)C2c2cc(OC)ccc2OC)c1C (configuration not stated)	-22	25
CCC(=O)Nc1ccc(C(=O)n2ccc(C)n2)cc1	-45	32
Cc1cc(OCC(=O)NCCN2CCOCC2)cc(C)c1Br	43	21
Cc1cc2ncn(S(=O)(=O)c3ccc(S(=O)(=O)N4CCCCCC4)cc3)c2cc1C	71*	5.7*
c1ccc(-c2nc(N3CCCCCC3)c3ccccc3n2)nc1	-115	72
c1ccc(-n2nnnc2-n2cnc3ccccc32)cc1	44	11
CC1CCCC(C)N1S(=O)(=O)c1ccc(NC(=O)c2ccccc2C(=O)N2CCOCC2)cc1 (configuration not stated)	-19	45
COC(=O)c1ccccc1NC(=O)CSc1nnc(COc2cccc(OC)c2)n1C	-24	25
Cc1ccc(S(=O)(=O)CCC(=O)Nc2ccc3c(c2)OCO3)cc1	-100	35
c1ccc(C2Nc3ccccc3Oc3ccccc32)cc1 (configuration not stated)	-10	19
CCCCNC(=O)Cn1cnc2c(cnn2-c2ccc(C)c(C)c2)c1=O	26	26
COc1cc(-c2cc(N)n(S(=O)(=O)c3ccccc3)n2)cc(OC)c1OC	-477	300
CC(C)C(C(=O)Nc1ccc2c(c1)OCCO2)N1C(=O)c2ccccc2C1=O (configuration not stated)	-22	22
O=C1CN2C(=N1)N(Cc1ccccc1)c1ccccc12	-74	33
COn1c(SCc2ccccc2)nc2ccccc2c1=O	10	35
CCOc1cc(C2NC(=O)NC(C)=C2C(=O)OC(C)CC)cc(Br)c1O (configuration not stated)	-25	40
Cc1nn2c3cc(N4CCOCC4)ccc3nc2c2ccccc12	-22	23
Cc1cc(C)n(-c2nc3ccccc3nc2N2CCCCCC2)n1	-11	38
COc1c2c(nc3occc13)C(CCC(C)(C)O)(OC)C(O)CC2 (configuration not stated)	-22	27
CCOC(=O)C(C(=O)OCC)C(Nc1ccc(Br)cc1)c1ccccc1 (configuration not stated)	-10	23
COc1ccc(N2CCN(Cc3nc(N)nc(Nc4ccc(C)c(Cl)c4)n3)CC2)cc1	7	18
O=C(CNCc1ccco1)Nc1ccccc1-n1cccc1	62	7
O=C(CN1CCCCC1)Nc1cccc2c1OCO2	23	15
CCOC(=O)N1CCN(C(=O)c2ccc3c(=O)n(CC4CCCO4)c(=S)[nH]c3c2)CC1 (configuration not stated)	-11	47
Cc1ccccc1N1C(=O)c2ccccc2NC1c1ccncc1 (configuration not stated)	-79	33
Cc1ccccc1N(C(=O)Cn1nnc(-c2cccs2)n1)C(C(=O)NCCC(C)C)c1ccco1 (configuration not stated)	9	35
CC(=O)c1cccc(-n2nnnc2SCC(=O)Nc2cccc(NC(=O)c3ccco3)c2)c1	12	30
Clc1ccc(CSc2nccn2Cc2ccccc2)cc1	8	20
Oc1oc(-c2ccccc2)nc1C=NCc1ccccc1	28	13
COc1ccccc1-c1coc2cc(O)cc(O)c2c1=O	-34	30
O=C(c1ccc(Br)o1)N1CCN=C1SCc1cccnc1	-1	42
CCCc1nnc(SCC(=O)Nc2ccc(OC)cc2)n1N	-12	22
COCCCN=CC1=C(O)CC(C)(C)CC1=O	35	23
N#Cc1c(NC(=O)CCCN2C(=O)c3ccccc3C2=O)oc(-c2ccccc2)c1-c1ccccc1	38	13
O=C(Cc1ccccc1)Nc1nc2ccccc2[nH]1	-3	21
Cn1c(=O)[nH]c(=O)c2c1nc(N1CCOCC1)n2CCSc1ncccn1	41	10
CC(C)N1C(=O)C2C(C(=O)NC3CCCCC3)C3C=CC2(O3)C1C(=O)NC1CCCC1 (configuration not stated)	27	14
Cc1ccc(C(C(=O)NC2CCCC2)N(Cc2cccs2)C(=O)c2csnn2)o1 (configuration not stated)	-38	28
Cc1cnc(C(=O)Nc2nnc(C(C)C)s2)cn1	-50	32
CSc1ccc(-c2nc(CSCC(=O)N3CCOCC3)c(C)o2)cc1	-2	35
O=Cc1ccc2noc(-c3ccc(F)cc3)c2c1	30	14
CCSc1nc(-c2ccc(OC)cc2)n(-c2nc3ccccc3s2)n1	17	15
Cc1c(C=O)c2ccccn2c1C(=O)c1ccccc1	32	26
Nc1nc2c(s1)C(=O)CCC2	27	26
O=C(NCCN1C(=O)C2C3C=CC(C3)C2C1=O)N1CCOCC1 (configuration not stated)	70	9.4
c1ccc2sc(NC3=NCN(Cc4ccc5c(c4)OCO5)CN3)nc2c1	-34	25
CCN(CC)c1ccc(N=Cc2ccc(N(CC)CC)cc2O)cc1	-163	85
c1ccc(CNc2nc3ccccc3n3cnnc23)nc1	0	48
Cc1cccc(C(=O)N(C)c2nnc(-c3ccncc3)s2)c1	-34	59
CC1(C)CCCC2=C1CC1C(=O)N(Cc3cccnc3)C(=O)C1C2 (configuration not stated)	4	39
c1cc(N2CCCC2)ccc1C(c1nnnn1C1CCCCC1)N1CCOCC1 (configuration not stated)	41	12
COc1ccc2c(c1OC)C(=O)N1c3ccccc3COC21 (configuration not stated)	34	20
c1ccc(Cn2nnc(-c3ccccc3)n2)cc1	30	13
CCCCNC(=O)N(O)C1N(CCCC)C(=O)N(CC(=O)OC)C1(C)C (configuration not stated)	-4	19
C=CCSC1=C(C#N)C(c2ccc(C(C)C)cc2)CC(=O)N1 (configuration not stated)	38	30
Cc1noc(NS(=O)(=O)c2ccc(NC(=O)C34CCC(CC3)C4)cc2)c1C	-61	46
COCCCN1C(=O)C(=O)/C(=C(/O)c2ccccc2)C1c1ccc2c(c1)OCO2 (configuration not stated)	-17	43

Entries above with bromine (7):
SMILES	Htt clearance	Htt clearance grain fraction
Brc1ccc(CSc2nnc(-c3ccccn3)n2Cc2ccco2)cc1	23	33
COc1cc(CNCCO)ccc1OCC(=O)Nc1ccc(Br)cc1	-20	20
COc1cc(N2CCCC2)c(OC)cc1/C=C(/C#N)c1ccc(Br)cc1	-271	72
Cc1cc(OCC(=O)NCCN2CCOCC2)cc(C)c1Br	43	21
CCOc1cc(C2NC(=O)NC(C)=C2C(=O)OC(C)CC)cc(Br)c1O (configuration not stated)	-25	40
CCOC(=O)C(C(=O)OCC)C(Nc1ccc(Br)cc1)c1ccccc1 (configuration not stated)	-10	23
O=C(c1ccc(Br)o1)N1CCN=C1SCc1cccnc1	-1	42

Remaining list, next part.
SMILES	Htt clearance	Htt clearance grain fraction
COc1ccccc1C(c1nnnn1Cc1ccccc1)N1CCC(C(N)=O)CC1 (configuration not stated)	-12	22
CN1/C(=c2/s/c(=C3/C(=O)N(c4ccccc4)NC3=Nc3ccccc3)n(C)c2=O)C(C)(C)c2ccccc21	-21	47
COc1ccc(-c2nc(CS(=O)CC(=O)NCCC3=CCCCC3)c(C)o2)cc1 (configuration not stated)	26	35
CCCCOc1ccc(S(=O)(=O)Nc2cccnc2)cc1	59	14
CCOc1cccc(=O)c2c(C)n(CC3CCCO3)c(C)c12 (configuration not stated)	-3	35
Cc1ccc(C)n1-c1ccc(N2CCOCC2)cc1	97*	0.53*
N#Cc1ccccc1NC(=O)CSc1nnc(-c2ccccc2O)n1-c1ccccc1	-127	38
O=C(c1csc2ccccc12)n1cccn1	-49	29
C1=C2C[N+]3(CCCC3)CC2Cc2ccc3ccccc3c21 (configuration not stated)	-3	24
C/C(Cl)=C\Cn1c(Nc2ccc(C)cc2)nc2c1c(=O)n(C)c(=O)n2C	20	16
O=C(O)Cc1ccc(-c2ccccc2-c2ccccc2)cc1	-12	22
CCC(=O)N1c2ccc(S(=O)(=O)CCC(=O)NC3CCCC3)cc2CC1C (configuration not stated)	-28	46
O=C1CC(N2CCN(c3ccc(F)cc3)CC2)C(=O)N1Cc1cccs1 (configuration not stated)	0	18
COc1ccccc1NC(=O)C1CCCN(S(=O)(=O)c2cnc[nH]2)C1 (configuration not stated)	-48	67
Clc1cnc(N/N=C/c2cccs2)c(Cl)c1	29	28
Cc1cc(C)cc(-n2ccnc2SCC(=O)Nc2ccc3c(c2)OCCO3)c1	-11	49
CCc1ccc(C(=O)c2ccccc2C(=O)O)s1	-35	51
Cn1c(SC/C=C/c2ccccc2)nnc1-c1ccco1	13	17
Cc1ccc(CNC(=O)C23CN(Cc4ccccc4)CC2C(c2ccc([N+](=O)[O-])cc2)=NO3)o1 (configuration not stated)	-18	46
CCOc1ccc(-c2nnc3ccc(SCc4ccc(C(=O)OC)o4)nn23)cc1	32	23

Compound activity deposited in PubChem by Columbia University Molecular Screening Center.
